# USP1 inh: USP1/UAF1 (human) deubiquitinase inhibition; 0.23% of 390,000 active; Potency, µM (titrated, usually from 57.1 µM), for the others: top-dose activity change, negative = inhibition, hits mostly inhibitors; O94782; recombinant USP1/UAF1, Ub-Rhodamine cleavage fluorescence; further: potency means the concentration at half of the fitted maximal effect; on the % scale 0 is the no-effect control and ±100 the full control effect; nearly all actives have a fitted effect of over 60% in size; inactives centre near -12
#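 1 nM enzyme complex + cpd, 15 min RT; start with Ub-Rho 150nM final; kinetic fluorescence ex 480/em 540, 6 reads q60 s. Buffer 50mM HEPES pH 7.8, 0.5mM EDTA, 0.1 mg/ml BSA, 1mM TCEP, 0.01% Tween-20.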
# rTrxR1 inhibitor: rat TrxR1 inhibition; O89049; recombinant rTrxR1, NADPH fluorescence consumption, selenite substrate; Potency, µM (series often up to 114 µM), for inactives: top-dose activity change, negative = inhibition, most hits filed as inhibitors; 1% of 390,000 active; further: potency means the concentration at half of the fitted maximal effect; on the % scale 0 is the no-effect control and ±100 the full control effect; nearly all actives have a fitted effect of over 65% in size
# Target sequence (O89049 whole entry, looked up): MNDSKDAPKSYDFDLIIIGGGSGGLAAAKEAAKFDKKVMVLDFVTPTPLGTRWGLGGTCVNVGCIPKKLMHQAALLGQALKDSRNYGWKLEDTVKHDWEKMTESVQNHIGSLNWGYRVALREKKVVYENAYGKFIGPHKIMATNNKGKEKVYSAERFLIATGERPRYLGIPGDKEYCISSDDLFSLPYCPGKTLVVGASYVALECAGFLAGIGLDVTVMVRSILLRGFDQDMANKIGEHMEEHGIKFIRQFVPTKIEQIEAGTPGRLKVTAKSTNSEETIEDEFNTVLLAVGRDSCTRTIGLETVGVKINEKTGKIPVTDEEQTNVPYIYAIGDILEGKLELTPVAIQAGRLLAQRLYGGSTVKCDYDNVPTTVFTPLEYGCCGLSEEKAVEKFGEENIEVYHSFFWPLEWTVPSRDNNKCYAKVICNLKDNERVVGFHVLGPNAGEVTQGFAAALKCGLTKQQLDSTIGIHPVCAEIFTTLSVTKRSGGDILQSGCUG
#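 Rat TrxR1 (90 nM in the dispensed reagent) was pre-reduced with 400 uM NADPH for 5 min at room temperature, then incubated with compound for 15 min. After 400 uM selenite was added, NADPH fluorescence (Ex 340/Em 450 nm) was followed for 8 min.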
# Vif-A3G inh: inhibitors of Vif-APOBEC3G interaction. Q9HC16. HeLa A3G-eYFP + Vif (tagged APOBEC3G with the HIV-1 protein that degrades it), YFP fluorescence, overnight. Potency, µM (doses to about 46.1 µM), for the others: at the top dose activity, negative = active, most hits filed as inhibitors. 0.076% of 410,000 active;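 further: potency means the concentration at half of the fitted maximal effect; on the % scale 0 is the no-effect control and ±100 the full control effect; nearly all actives have a fitted effect of over 60% in size; hits raise eYFP signal because A3G escapes Vif-driven loss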
# Target sequence (Q9HC16 whole entry, looked up): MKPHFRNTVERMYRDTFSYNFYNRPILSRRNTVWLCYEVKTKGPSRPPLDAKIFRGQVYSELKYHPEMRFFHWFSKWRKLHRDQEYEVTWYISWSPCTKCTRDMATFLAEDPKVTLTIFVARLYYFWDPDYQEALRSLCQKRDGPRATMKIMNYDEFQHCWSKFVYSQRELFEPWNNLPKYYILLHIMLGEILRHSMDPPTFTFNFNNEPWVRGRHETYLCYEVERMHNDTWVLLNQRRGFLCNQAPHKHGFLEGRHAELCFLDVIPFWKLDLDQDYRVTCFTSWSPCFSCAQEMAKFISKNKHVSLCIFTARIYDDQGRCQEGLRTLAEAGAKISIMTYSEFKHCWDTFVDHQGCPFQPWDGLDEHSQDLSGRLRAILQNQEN
#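 HeLa cells stably expressing Vif and C-terminally eYFP-tagged A3G, seeded overnight at 37 deg C, then exposed to compound by pintool overnight at 37 deg C. Rise in yellow fluorescence (Ex 488/Em 500-530, Acumen) marks blocked Vif-driven A3G degradation.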
# mIDH1 inhibitor: blocks human mutant IDH1 R132H enzyme; IDH1-R132H enzyme, NADPH consumption, diaphorase/resazurin fluorescence; O75874; 0.093% of 390,000 active; Potency, µM (series often up to 76.6 µM), without a hit: at the top dose activity change, negative = inhibition, usual class: inhibitors; further: potency means the concentration at half of the fitted maximal effect; on the % scale 0 is the no-effect control and ±100 the full control effect; nearly all actives have a fitted effect of over 65% in size
#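 IDH1-R132H (0.5 ug/mL) preincubated 30 min with compound, then NADPH (0.016 mM) and alpha-KG (2 mM) added; 80 min at RT, pH 7.5. Remaining NADPH coupled via diaphorase/resazurin to fluorescence (540/590 nm); concentration-response curves normalized to no-enzyme control.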
# GRP78 ERSR act: ER stress response induction in glioma | U87-MG GRP78 promoter luciferase reporter, 16 h | Potency, µM, inactives show top-dose activation, actives largely listed as activators | 0.02% of 420,000 active | AID 602332; further: potency means the concentration at half of the fitted maximal effect; series mostly up to about 76 µM; % of control where 0% means no effect; nearly all actives have a fitted effect of over 35% in size
#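 ERSR induction read as luciferase luminescence (Bright-Glo, 10 min at room temperature) in stably transfected human U87-MG glioma cells exposed to compounds for 16 h, using GRP78 as sensor.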
# Vif-APOBEC3F blk: blocks the Vif interaction with APOBEC3F | Potency, µM (titrated, usually from 46.1 µM), inactives show at the highest dose activity, negative = active | 0.2% of 390,000 active | HeLa A3F-eYFP + Vif (tagged APOBEC3F with the HIV-1 protein that degrades it), YFP fluorescence increase | AID 602313; further: potency means the concentration at half of the fitted maximal effect; % of control where 0% means no effect; nearly all actives have a fitted effect of over 65% in size
#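 HeLa cells stably expressing A3F-eYFP plus Vif, plated and incubated overnight at 37 deg C, then exposed to compounds overnight at 37 deg C. Blocked degradation read as raised yellow fluorescence (Ex 488/Em 500-530).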
# RGS4 inhibitor: inhibitors of human regulator of G protein signaling 4; P49798; Transcreener GDP fluorescence polarization, RGS4-accelerated GTP hydrolysis; Potency, µM (doses to about 114 µM), inactives show at the highest dose activity change, negative = inhibition, hits mostly inhibitors; 0.039% of 390,000 active; further: potency means the concentration at half of the fitted maximal effect; on the % scale 0 is the no-effect control and ±100 the full control effect; nearly all actives have a fitted effect of over 75% in size; some results filed as inactive show a strong effect at the top dose
# Target sequence (P49798 whole entry, looked up): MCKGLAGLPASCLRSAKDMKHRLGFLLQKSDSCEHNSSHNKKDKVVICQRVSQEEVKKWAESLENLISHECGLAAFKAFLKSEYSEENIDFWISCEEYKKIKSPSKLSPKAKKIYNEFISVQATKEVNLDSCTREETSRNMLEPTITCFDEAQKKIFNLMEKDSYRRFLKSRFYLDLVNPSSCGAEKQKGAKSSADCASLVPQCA
#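 MLSMR compounds (23 nl, pin-transferred) preincubated 10 min at room temperature with a 500nM (2x) first reagent, then RGS4 at 900nM (2x) plus Transcreener GDP mix added; fluorescence polarization (620/688 nm) read before and after 90 min at 30 °C.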
# TrxR1 substrate: substrates of rat thioredoxin reductase 1 | O89049 | 0.01% of 390,000 active | purified TrxR1 substrate turnover, NADPH consumption readout | Potency, µM (doses to about 114 µM), without a hit: top-dose activity change, negative = substrate turnover; further: potency means the concentration at half of the fitted maximal effect; on the % scale 0 is the no-effect control and ±100 the full control effect; nearly all actives have a fitted effect of over 50% in size
#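 Rat TrxR1, dispensed at 90 nM, was prereduced with 400 uM NADPH (final) for 5 min at ~22 deg C, then incubated with compound 15 min before 400 uM selenite. A first-read NADPH fluorescence drop versus no-compound background flagged substrates.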
# LDHA inh: LDHA (human) enzyme inhibition; P00338; purified LDHA, NADH/diaphorase-resazurin fluorescence; hits give low values; activity change, % (values are at about 110 or 230 µM); 0.15% of 480,000 active; AID 1347041; in the data active means activity change below about -30%; inconclusive means mostly about -25% to -30%;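 further: plate controls were DMSO wells for no effect and wells without enzyme for full effect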
#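 Human LDH5 at 2 nM final in Tris HCl pH 7.4 with 0.06 mM NADH and 0.2 mM pyruvate, reacted 5 minutes at room temperature. Remaining NADH coupled via diaphorase/resazurin; resorufin fluorescence read at 0 and 20 minutes, normalized to enzyme-free and DMSO wells.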
# Numbers without * were called inactive; u = inconclusive; x = not tested or not shown; & = joins results of further samples; [ ] = another dose, or the depositor's remark. Unless noted, the call rests on the fitted dose curve; in most records, active means well fitted curve in the direction sought with a large enough effect; inconclusive means small, poorly fitted or top-dose-only effect, or another doubt; inactive means no such curve, though single readings can be large; an effect the other way counts as inactive or inconclusive.
# Sample of the layout:
SMILES,USP1 inh,rTrxR1 inhibitor,Vif-A3G inh,mIDH1 inhibitor,GRP78 ERSR act,Vif-APOBEC3F blk,RGS4 inhibitor,TrxR1 substrate,LDHA inh
C/C(=N\Nc1ccc(S(N)(=O)=O)cc1[N+](=O)[O-])c1cccs1,-26%,32%,0%,4%,-3%,-4%,-37%,9%,0
Cc1ccccc1C(OCC(O)CN1CCCCC1CCO)c1ccccc1 (stereo not drawn),2%,19%,0%,11%,-4%,-8%,40%,7%,-1
CNC(=O)Cn1ncc2c(C)n(Cc3ccc(C)cc3)c(C)c2c1=O,-12%,-8%[57.1 µM],1%,0%,-3%,-3%,7%,11%[57.1 µM],-4

# Results (from the top)
SMILES,USP1 inh,rTrxR1 inhibitor,Vif-A3G inh,mIDH1 inhibitor,GRP78 ERSR act,Vif-APOBEC3F blk,RGS4 inhibitor,TrxR1 substrate,LDHA inh
C/C(=N\Nc1ccc(S(N)(=O)=O)cc1[N+](=O)[O-])c1cccs1,-26%,32%,0%,4%,-3%,-4%,-37%,9%,0
Cc1ccccc1C(OCC(O)CN1CCCCC1CCO)c1ccccc1 (stereo not drawn),2%,19%,0%,11%,-4%,-8%,40%,7%,-1
CNC(=O)Cn1ncc2c(C)n(Cc3ccc(C)cc3)c(C)c2c1=O,-12%,-8%[57.1 µM],1%,0%,-3%,-3%,7%,11%[57.1 µM],-4
O=C(Nc1ccc(Br)cc1)c1cccc(N2C(=O)C3CCCCC3C2=O)c1 (stereo not drawn),-21%,11%,2%,4%,-1%,-13%,-17%,-5%,2
COc1ccc(N=C2S/C(=C\c3ccc(OC(C)C(=O)O)c(OC)c3)C(=O)N2CCc2c[nH]c3ccccc23)cc1 (stereo not drawn),-22%,1%,3%,u,-3%,u,u,-4%,-1
CC1(C)CC(=O)c2cc(NC(=O)c3ccc(F)cc3)c(=O)oc2C1,-6%,23%[57.1 µM],-1%,-2%,0%,9%,8%,8%[57.1 µM],-9
COC(=O)c1cc(S(=O)(=O)N2CCN(c3cc(Cl)ccc3C)CC2)c[nH]1,-21%,2%,3%,-12%,-1%,10%,3%,2%,3
O=C(CC1Oc2ccccc2NC1=O)NCCCN1CCN(Cc2ccccc2)CC1 (stereo not drawn),u,0%,-1%,3%,-3%,-3%,-4%,3%,-2
C=CCNC(=O)c1ccc(C2SCC(=O)N2Cc2ccco2)cc1 (stereo not drawn),-15%,1%[57.1 µM],0%,-2%,0%,-13%,-43%,10%[57.1 µM],-4
COc1ccccc1N=CC=C1OC(C)(C)C(C)(C)O1,-10%,5%,2%,8%,u,-4%,-38%,26%,11
O=C(NCCCN1CCCC1=O)NC1CCCCC1,-8%,-9%,-3%,8%,5%,-7%,13%,-7%,-5
O=C(COC(=O)CCc1c[nH]c2ccccc12)NCc1ccc2c(c1)OCO2,-10%,13%[57.1 µM],-3%,3%,-2%,-5%,-4%,-17%[57.1 µM],-1
O=C(NCCCN1CCOCC1)c1cc(-c2ccc(Cl)c(Cl)c2)on1,-3%,14%,3%,-1%,-3%,1%,-5%,0%,-2
CCc1noc(C)c1C(=O)NCCc1ccccc1,-19%,15%,0%,0%,1%,u,-12%,3%,-10
CCN(CC(=O)Nc1c(F)cccc1F)C(=O)c1ccc(-c2ccc(C(C)=O)cc2)o1,-9%,-5%,-1%,1%,4%,4%,-1%,297%[activator],-7
Cc1cccc(-c2nc3c(c(SCC(=O)N4CCOCC4)n2)CCCC3)c1,-1%,8%,-6%,1%,-2%,3%,-7%,-4%,-1
Nc1ccc(S(=O)(=O)NC2=NCCCCC2)cc1N,-4%,21%[57.1 µM],2%,3%,u,-14%,9%,-4%,10
CCOc1ccccc1NC(=S)N1CCC(c2nc3ccccc3o2)CC1,-7%,2%,1%,-6%,2%,-1%,-9%,1%,-10
Cc1cc(C)c2c(CCl)cc(=O)oc2c1,-18%,74%[activator][57.1 µM],u,8%,-2%,-1%,3%,6%[57.1 µM],3
CC(=O)c1ccc(Nc2ncnc3ccc(Br)cc23)cc1,-26%,x,-6%,-7%,1%,u,x,x,-8
CC(Oc1ccc(C#N)cc1)C(=O)c1ccc(F)c(F)c1 (stereo not drawn),-14%,26%,0%,13%,-6%,16%,-5%,8%,-2
CSc1ccc(C2c3c(oc4ccccc4c3=O)C(=O)N2CCCN2CCOCC2)cc1 (stereo not drawn),-31%,0%,-5%,-26%,-2%,8%,21%,-1%,0
O=C(COC(=O)Cc1c(Cl)cccc1Cl)NCCC1=CCCCC1,-15%,3%,0%,8%,-1%,2%,1%,2%,-5
Cn1c(=O)c2c(O)c(C=NCc3ccccc3)c(=O)n(C)c2n(C)c1=O,-17%,9%,-1%,9%,-2%,6%,-14%,-2%,1

# One compound at a time, as listed above:
# Results for `CCN(CC(=O)Nc1c(F)cccc1F)C(=O)c1ccc(-c2ccc(C(C)=O)cc2)o1` → USP1 inh: -9%; rTrxR1 inhibitor: -5%; Vif-A3G inh: -1%; mIDH1 inhibitor: 1%; GRP78 ERSR act: 4%; Vif-APOBEC3F blk: 4%; RGS4 inhibitor: -1%; TrxR1 substrate: 297%[activator]; LDHA inh: -7
# Results for `CC(Oc1ccc(C#N)cc1)C(=O)c1ccc(F)c(F)c1` (stereo not drawn) → USP1 inh: -14%; rTrxR1 inhibitor: 26%; Vif-A3G inh: 0%; mIDH1 inhibitor: 13%; GRP78 ERSR act: -6%; Vif-APOBEC3F blk: 16%; RGS4 inhibitor: -5%; TrxR1 substrate: 8%; LDHA inh: -2

# Continued.
SMILES,USP1 inh,rTrxR1 inhibitor,Vif-A3G inh,mIDH1 inhibitor,GRP78 ERSR act,Vif-APOBEC3F blk,RGS4 inhibitor,TrxR1 substrate,LDHA inh
COc1ccc(S(=O)(=O)NCCc2sc(C)nc2C)cc1,-15%,28%[57.1 µM],2%,-12%,-1%,10%,6%,2%[57.1 µM],-10
Cc1[nH]nc2c1C(c1ccccc1)C1=C(CC(C)(C)CC1=O)N2 (stereo not drawn),-17%,12%[57.1 µM],3%,7%,-3%,7%,-18%,27%[57.1 µM],-2
O=C(O)c1cc(NS(=O)(=O)c2ccc(F)cc2)cc(NS(=O)(=O)c2ccc(F)cc2)c1,-25%,0%,-3%,6%,-4%,0%,2%,-4%,-1
Cc1ccc(N(CC(=O)NC(C)C)C(=O)CCC(=O)Nc2ccccn2)c(C)c1,-9%,x,-1%,1%,-1%,6%,x,x,-8
O=C(O)COCC(=O)Nc1cc(C(F)(F)F)cc(C(F)(F)F)c1,-23%,23%,-1%,-4%,-4%,9%,18%,1%,-8
COc1ccc(S(=O)(=O)NC(C)(C)CO)cc1-c1nnc2c3ccccc3c(C)nn12,-24%,13%,0%,25%,-3%,0%,1%,7%,-6
O=c1oc2ccccc2cc1-c1nc2ccccc2o1,-10%,174%[activator],-20%,-5%,0%,-21%,9%,x,0
CC(C)n1c(Oc2ccc(F)cc2)nc2c1c(=O)n(C)c(=O)n2C,-21%,22%[57.1 µM],1%,1%,-5%,9%,-11%,-3%[57.1 µM],-5
CN(C)c1ccc(NC(=O)c2cc3c(=O)n4ccccc4nc3n2C)cc1,-22%,8%[57.1 µM],-5%,6%,-2%,-2%,-10%[11.4 µM],14%[57.1 µM],9
CCOc1ccc(C(=O)NC2CCN(C(=O)N3CCCC3)CC2)cc1,-15%,-7%,0%,10%,0%,3%,-4%,-7%,-2
CN1CCN(C(=S)NC(=O)/C=C/c2cccs2)CC1,u,13%[57.1 µM],0%,1%,3%,2%,-8%,3%[57.1 µM],-4
O=C(CCc1nnc(Cc2c[nH]c3ccccc23)o1)NC(C1CC1)C1CC1,u,27%[57.1 µM],-2%,1%,3%,7%,28%,15%[57.1 µM],-12
CCN1C(=O)[C@H]2[C@@H](c3ccc(C)cc3)N3C(=O)N(c4ccc(C(F)(F)F)cc4)C(=O)[C@@]3(Cc3ccccc3)[C@H]2C1=O,-7%,17%,-6%,0%,0%,-1%,5%,-1%,-5
CNC(=O)CSc1nc2cc(S(=O)(=O)Nc3ccc(OC)cc3)ccc2o1,-24%,4%,-5%,3%,-6%,-19%,13%,2%,-8
C/C(=N\NC(=O)c1ccc(O)cc1)c1ccc2c(c1)OCCO2,-7%,-2%,4%,-1%,3%,-3%,37%,-6%,-3
CCn1cc(Br)c(C(=O)Nc2ccc(F)cc2F)n1,-23%,12%,1%,5%,3%,-11%,3%,5%,3&-1
Cc1ccc(-c2noc(-c3cccnc3N(C)Cc3ccc(Cl)cc3)n2)cc1,-26%,24%,1%,-3%,-1%,-2%,-8%,3%,-2
CCCCCSc1nnc(-c2cc(Br)ccc2N)c(=O)[nH]1,-5%,2%[57.1 µM],1%,-17%,7%,3%,-4%,7%[57.1 µM],-6
COc1ccccc1Oc1ccc2c(c1)C(=O)N(CC1CCCO1)C2=O (stereo not drawn),-16%,1%[57.1 µM],1%,-1%,3%,u,-27%,6%[57.1 µM],3

# Source: PubChem BioAssay (National Center for Advancing Translational Sciences (NCATS))

# Only part of the results is shown; count on the stated rates, not on these rows.
